# Assay outcomes from PubChem BioAssay.
# KDM5B inhibitor – Primary screen for KDM5B Histone Demethylases FDH-coupled qHTS | actives 2.6% (n = 220,000) | KDM5B demethylase, FDH-coupled NADH fluorescence (FDH is formaldehyde dehydrogenase) | Potency, µM (series often up to 57.7 µM), without a hit: at the top dose activity change, negative = inhibition, hits mostly inhibitors; active means well fitted inhibition curve with a large enough effect; inconclusive means small, poorly fitted or top-dose-only effect; inactive means no such curve, though single readings can be large or run the other way; further: 0% is about no effect; nearly all actives have a fitted effect of over 70% in size
# Target sequence (Q9UGL1 whole entry, looked up): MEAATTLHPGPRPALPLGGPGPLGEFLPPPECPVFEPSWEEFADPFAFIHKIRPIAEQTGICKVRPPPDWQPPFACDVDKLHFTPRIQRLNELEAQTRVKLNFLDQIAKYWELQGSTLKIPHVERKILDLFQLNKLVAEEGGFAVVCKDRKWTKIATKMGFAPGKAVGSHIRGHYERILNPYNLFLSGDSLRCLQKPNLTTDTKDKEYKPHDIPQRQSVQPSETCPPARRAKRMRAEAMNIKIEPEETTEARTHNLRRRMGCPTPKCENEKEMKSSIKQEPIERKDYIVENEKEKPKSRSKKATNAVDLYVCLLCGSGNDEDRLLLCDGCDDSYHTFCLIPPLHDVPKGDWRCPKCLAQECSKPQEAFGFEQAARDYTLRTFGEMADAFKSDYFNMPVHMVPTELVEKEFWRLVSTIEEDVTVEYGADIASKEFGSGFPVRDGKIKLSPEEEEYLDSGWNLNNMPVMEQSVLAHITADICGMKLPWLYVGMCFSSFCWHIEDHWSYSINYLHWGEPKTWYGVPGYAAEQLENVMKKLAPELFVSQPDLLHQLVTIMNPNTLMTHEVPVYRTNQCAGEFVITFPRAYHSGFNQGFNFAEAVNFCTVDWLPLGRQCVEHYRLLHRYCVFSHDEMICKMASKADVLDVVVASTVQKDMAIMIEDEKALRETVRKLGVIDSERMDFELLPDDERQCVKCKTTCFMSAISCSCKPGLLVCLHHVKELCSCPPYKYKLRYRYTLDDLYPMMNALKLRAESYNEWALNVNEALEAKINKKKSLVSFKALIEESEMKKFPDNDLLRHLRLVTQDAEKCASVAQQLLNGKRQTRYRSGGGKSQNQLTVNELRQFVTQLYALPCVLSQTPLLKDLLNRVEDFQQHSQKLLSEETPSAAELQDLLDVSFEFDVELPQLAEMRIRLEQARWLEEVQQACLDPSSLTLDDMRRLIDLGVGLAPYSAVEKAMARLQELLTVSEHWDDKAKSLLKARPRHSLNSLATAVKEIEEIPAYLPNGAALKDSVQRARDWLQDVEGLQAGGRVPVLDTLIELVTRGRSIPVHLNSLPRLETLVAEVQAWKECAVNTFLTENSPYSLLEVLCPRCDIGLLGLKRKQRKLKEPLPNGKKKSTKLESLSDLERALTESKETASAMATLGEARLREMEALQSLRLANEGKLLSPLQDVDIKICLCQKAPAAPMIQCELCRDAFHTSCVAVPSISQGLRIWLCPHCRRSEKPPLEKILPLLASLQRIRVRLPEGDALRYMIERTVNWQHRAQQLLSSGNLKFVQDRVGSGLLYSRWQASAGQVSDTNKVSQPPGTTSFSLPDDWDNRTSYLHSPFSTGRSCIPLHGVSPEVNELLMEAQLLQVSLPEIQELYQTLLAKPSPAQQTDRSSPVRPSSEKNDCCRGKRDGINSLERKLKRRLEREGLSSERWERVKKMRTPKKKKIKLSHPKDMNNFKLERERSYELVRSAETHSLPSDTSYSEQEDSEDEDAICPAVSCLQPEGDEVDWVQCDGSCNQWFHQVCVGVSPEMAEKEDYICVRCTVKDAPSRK
#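 Compound dilutions met 200 nM (final) KDM5BΔAP for 10 min at room temperature before substrate addition. The substrate mix held 12.5 µM H3K4me3 with cofactors 25 µM α-ketoglutarate and 50 µM Fe²⁺. NADH signal gain over 30 min defined activity.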
# Starred values were filed as active, the others as inactive; ? = inconclusive; & = joins results of further samples; [ ] = remark or other dose. Potency means the concentration at half of the fitted maximal effect. These rows are one share of the data, so the mix of outcomes need not match the whole.
KDM5B inhibitor | SMILES
8% | Cc1ccc(OCC(O)CN2CCN(c3ccc(C(F)(F)F)cn3)CC2)cc1 (stereo unspecified)
-1% | CC(=O)c1c(C)[nH]c(C(=O)Cn2cnc3ccc(Cl)cc3c2=O)c1C
? | O=C(NCc1cccc(F)c1)C1CCN(C(=O)c2sccc2-n2cccc2)CC1
-24% | COc1ccc(Nc2cc(Cl)ccc2C(=O)O)cn1
-28% | CCOc1ccc(C(=O)Nc2ccc3nc(SCC(=O)N4CCCC4)sc3c2)cc1
5% | O=C(CN1CCCN(S(=O)(=O)c2ccc(F)cc2)CC1)Nc1c(Cl)cccc1Cl
-15% | O=C(CCn1cnc2onc(-c3ccc(F)cc3)c2c1=O)N1CCN(c2ccccc2)CC1
28% | COc1cccc(CC(=O)N2CCN(C(=O)c3nnn4c3COC(c3ccccc3)C4)CC2)c1 (stereo unspecified)
22%[115 µM] | CCN1CCCC2(Cc3ccccc3CN(C(=O)CCNC(C)=O)C2)C1 (stereo unspecified)
8% | Cc1nn(-c2ccccc2)cc1C(=O)N1CCC(C(C)C(=O)NCc2ccc3c(c2)OCO3)CC1 (stereo unspecified)
-11% | O=C(NCCc1ccccc1)c1ccccc1SCC(=O)N1CCCC1
6% | O=C(NC1CCCCC1)C(c1ccccc1F)N(C(=O)c1csnn1)C1CCCC1 (stereo unspecified)
16% | COc1ccc(C2(C)NC(=O)N(CC(=O)c3cc(C)n(C4CC4)c3C)C2=O)cc1OC (stereo unspecified)
? | CC(=O)Nc1sc(-c2ccc(Cl)cc2)nc1-c1ccccc1
7% | CC1CCN(CCCNC(=O)CN2C(=O)CSc3ccc(S(=O)(=O)N4CCCCC4)cc32)CC1
25% | Cc1ccc(NC(=O)CC(C)(C)CC(=O)O)c(C)c1
5% | CCOC(=O)c1cc(-c2ccc(S(=O)(=O)Nc3cccc(Cl)c3C)s2)on1
-4% | O=C(Cc1ccc(C(F)(F)F)cc1)N1CCC2OCCN(Cc3ccccc3)C(=O)C2C1 (stereo unspecified)
-8% | Cc1ccc(-c2c(C(=O)N3CCN(c4cc(Cl)ccc4C)CC3)oc(=O)c3ccccc23)cc1
17% | Cc1oc(-c2nc(C#N)c(NCc3cccnc3)o2)cc1S(=O)(=O)N(C)c1ccccc1
-9%[86.2 µM] | COCCNC(=O)[C@@H](C)C1CC[C@@]2(C)CC[C@H](NC(=O)c3cncnc3)[C@@H](C)[C@@H]2[C@H]1O (stereo partly specified)
? | CN(C)C(=O)c1cccnc1OC1CCNCC1
14% | COc1ccc(NC(=O)C2CCCN(C(=O)c3cnn(-c4ccc(F)cc4)c3-n3cccc3)C2)cc1 (stereo unspecified)
3% | CCc1cnc(N)nc1N(C)CCC(O)c1ccccc1 (stereo unspecified)

# Gathered by group: the compounds so far containing an aryl thioether with sulfur outside any ring
KDM5B inhibitor | SMILES
-28% | CCOc1ccc(C(=O)Nc2ccc3nc(SCC(=O)N4CCCC4)sc3c2)cc1
-11% | O=C(NCCc1ccccc1)c1ccccc1SCC(=O)N1CCCC1

# Next section
KDM5B inhibitor | SMILES
? | CCCCOCCCNC(=O)c1c(C)noc1-c1cc(OC)cc(OC)c1
-14% | Cc1oc(-c2ccccc2)nc1CC(=O)Nc1ccccc1F
-15% | CCC(=O)N1CCC2(CC1)OCC(C(=O)NCC1CCCO1)N2C(=O)c1cccc(OC)c1 (stereo unspecified)
-13% | COc1cccc(-c2cc(C(F)(F)F)nc(N3CCN(Cc4ccccc4)CC3)n2)c1
-5% | O=C1Nc2cnccc2C2(CCN(C(=O)OCc3ccccc3)C2)O1 (stereo unspecified)
-19% | COc1ccc(OCC(=O)N2CCC[C@H]2c2nc(-c3ccc(OC)cc3)no2)cc1
-18%[86.2 µM] | COC(=O)N1CCC2(C1)N=C(c1ccncc1)C(=O)N2 (stereo unspecified)
-1%[86.2 µM] | O=C(c1ccc(C(F)(F)F)cc1)N1CCOC[C@H](Oc2cccnc2)C1
16% | Cc1cc(C)cc(C(=O)N2CCC[C@H]2c2nc(-c3ccccc3)no2)c1
0% | Cc1ccc(-c2csc3ncn(CC(=O)c4cc(C)n(C5CC5)c4C)c(=O)c23)s1
-27% | CCC1CN(S(=O)(=O)c2cc(-c3cc(C)no3)ccc2C)c2cc(C)ccc2O1 (stereo unspecified)
12% | CCN(CC(=O)NC(C)C)Cc1cccc2cccnc12
2% | NC(=S)N/N=C/c1cccc([N+](=O)[O-])c1
0% | COCCn1c(C)cnc1C1CCN(S(=O)(=O)c2ccc(C#N)cc2)C1 (stereo unspecified)
18% | O=C(NC1CCCCC1)C1CCCN(C(=O)Cc2c[nH]c3ccccc23)C1 (stereo unspecified)
? | CCCCS(=O)(=O)CC(O)CSc1nc(-c2ccc(C)cc2)cc(-c2ccccc2)c1C#N (stereo unspecified)
18% | O=C(c1cocn1)N1C[C@@H](COc2ccncc2)[C@H](c2ccccn2)C1
9% | CCOC(=O)NC(=O)c1cn(Nc2ncc(Cl)cc2C(F)(F)F)c(=O)[nH]c1=O
29% | COc1cc(C#N)ccc1OCc1ccc(Cl)cc1Cl
6% | O=C(Nc1nnc(C2CC2)s1)C1CC(c2cccc(F)c2)=NO1 (stereo unspecified)
? | CCOCCNc1ncnc2c1CN(C1CCC1)C(=O)CN2C
10% | COc1ccc(Cn2c(C3CCN(C(=O)Cc4ccc(F)cc4)CC3)n[nH]c2=O)cc1
? | Cc1cccc(NC(=O)c2n[nH]c([N+](=O)[O-])c2Br)c1C
8% | COc1c(Cl)cc(/C=C(/C#N)c2cccc(F)c2)cc1Cl
-1% | COC(=O)C1(C)CCC(C(=O)Nc2ccccc2)C1(C)C (stereo unspecified)
25µM* | COc1ccc(CC(=O)Nc2ccc3n(c2=O)C[C@H]2C[C@@H]3CN(C(=O)c3ccc(-c4ccccc4)cc3)C2)cc1
4% | O=C(/C=C/c1cc(Br)ccc1F)OC1CCCCC1=O (stereo unspecified)
-19% | COc1ccccc1CNC(=O)C1CCN(C2=NS(=O)(=O)C(c3ccc(C)c(C)c3)=C2C)CC1
? | COc1ccc2c(c1)c1c(c(=O)n(-c3ccc(C)cc3)c(=O)n1CC(=O)NCc1ccc(C)cc1)n2C
22µM* | CCc1noc(-c2cccn3c(CNC(=O)COc4ccc(F)cc4)nnc23)n1
-14% | O=C(NC1CCCCCC1)C1CCN(C(=O)N2CCOc3ccc(Cl)cc32)CC1
-2% | CCCN1CCCn2nc(CNC(=O)c3ccc(OC)nc3OC)cc2C1

# Among those listed so far, these contain a thiophene ring, fused or not:
KDM5B inhibitor | SMILES
? | O=C(NCc1cccc(F)c1)C1CCN(C(=O)c2sccc2-n2cccc2)CC1
5% | CCOC(=O)c1cc(-c2ccc(S(=O)(=O)Nc3cccc(Cl)c3C)s2)on1
0% | Cc1ccc(-c2csc3ncn(CC(=O)c4cc(C)n(C5CC5)c4C)c(=O)c23)s1

# Going on with the list:
KDM5B inhibitor | SMILES
-6%[86.2 µM] | CC(C)NC(=O)N[C@H]1C[C@H]2C(=O)NC[C@@H](CCC(=O)N3CCOCC3)N2C1
-9% | O=C(O)C1CC2(CCN(C(=O)NCc3ccccc3F)CC2)CN1 (stereo unspecified)
? | COCCCNC(=O)c1ccc(-c2nc(CS(=O)(=O)c3ccc(C)cc3)c(C)o2)cc1
12% | N#Cc1cccc(NC(=O)c2ccccc2Oc2ccccc2)c1
-25% | Cc1ccc(S(=O)(=O)Oc2ccc3c(C(F)(F)F)cc(=O)oc3c2)cc1
59%[activator][86.2 µM] | O=C(C[C@@H]1CCNC[C@@H]1Cc1cc(COc2ccccc2)on1)NCc1cccs1
-3% | CC(C)OCCCNC(=O)C(=O)Nc1c2c(nn1-c1ccccc1)CS(=O)(=O)C2
11% | Cn1ccnc1CNC(=O)C[C@@H]1C[C@H]2O[C@H](CNCc3cnccc3Cl)[C@@H](O)[C@H]2O1
6% | C1CCC(CC2CCCN2)CC1 (stereo unspecified)
7% | Cc1ccc(C)c(C(=O)Nc2ccc(-c3nccs3)cc2)c1
-1% | CN1C(=O)CS(=O)(=O)C12CCN(C(=O)c1cccc(F)c1)CC2
-20% | CCOC(=O)CSc1nc(-c2ccc(Cl)cc2)cc(C(F)(F)F)c1C#N
11% | O=C(c1noc2c1CCCC2)N1CCN(c2cccc(Cl)c2)C(=O)C1
1% | Fc1ccc(-c2nc(COc3ccccc3Br)co2)cc1
? | O=C(CCn1ccc(=O)[nH]c1=O)N1CCc2nc(-c3ccccc3)[nH]c2C1
? | COc1ccc(C(=O)N2CC[C@@H](CC(=O)O)[C@@H](CCN(CCN3CCOCC3)c3ccccc3)C2)cc1

# Ordered by value in KDM5B inhibitor (falling): three of the compounds above.
KDM5B inhibitor | SMILES
7% | Cc1ccc(C)c(C(=O)Nc2ccc(-c3nccs3)cc2)c1
1% | Fc1ccc(-c2nc(COc3ccccc3Br)co2)cc1
-20% | CCOC(=O)CSc1nc(-c2ccc(Cl)cc2)cc(C(F)(F)F)c1C#N

# (further entries)
KDM5B inhibitor | SMILES
-4% | CON(C)C(=O)c1ccc2noc(-c3ccccc3)c2c1
39% | Cc1nc(C)c(C(=O)N2CCc3onc(-c4cccc(F)c4)c3C2)s1
11% | CCC(=O)N1CCc2cc(S(=O)(=O)NC(C(=O)NCCc3cccc(C)c3)C(C)C)ccc21 (stereo unspecified)
15% | Cc1ccc(SCc2c(C(=O)N/N=C/C3CC=CCC3)nnn2-c2nonc2N)cc1 (stereo unspecified)
20%[115 µM] | CCCc1nnc(C[C@@H]2C[C@@H](C(C)C)[C@H](CO)C=C2C)o1
-14% | COc1ccc(Cn2ccnc2SCC(=O)NC2CCCC2)cc1
-6% | COCCc1nncn1C1CCN(C(=O)c2ccc(Br)cc2)CC1
34%[activator] | COc1ccc(NC(=O)c2ccco2)cc1NC(=O)COc1ccccc1
16% | Cn1cnc(S(=O)(=O)N2C[C@@H](Oc3cccnc3)C[C@@H]2C(=O)N2CCOCC2)c1
-25%[86.2 µM] | Clc1cc(NCCc2ccccn2)n2nccc2n1
-24% | Cc1ccc(-n2c(C3CCN(C(=O)c4ccc(C#N)cc4)CC3)n[nH]c2=O)cc1
-7% | CC(NC(=O)c1ccc2c(c1)NC(=O)CS2)C1CC1 (stereo unspecified)
9%[115 µM] | COc1ccccc1-c1cc(C(=O)N2CCN(c3ncccn3)CC2)nc2c1cnn2C
? | O=C(c1ccccn1)N1CCn2c(nnc2C2CCCNC2)C1 (stereo unspecified)
29% | COCCCNC(=O)C1CCN(C(=O)c2ccc(-n3ccc4ccccc43)s2)CC1
4% | CC(Sc1nc2cc(S(=O)(=O)N3CCCCC3)ccc2o1)C(=O)N1CCc2ccccc21 (stereo unspecified)
20% | CCN(CCn1cccn1)Cc1cnc(S(=O)(=O)Cc2ccccc2)n1CC(C)C
-22% | c1cn(-c2ccc(-c3nc(C4CCOC4)no3)cc2)cn1 (stereo unspecified)
8% | N#Cc1nc(-c2ccc([N+](=O)[O-])cc2)oc1NC1CC1
11% | O=C(O)c1cccc(OCC2CCCO2)c1 (stereo unspecified)
-6% | COc1ccc(CN2C(=O)CS/C2=N/N=C/c2cccs2)cc1
120%[activator] | Cc1ccc(Cl)cc1NC(=O)c1sc2nc(-c3ccccc3)cn2c1C
-22% | COCC1CN(C)CC12CCN(C(=O)c1cc(C)cc(C)c1)CC2 (stereo unspecified)
25% | COCCNC(=O)[C@@H]1C[C@@H](O)CN1C1CCN(C(=O)CC2CCCCC2)CC1
-5% | Cc1ccc(NC(=O)Nc2csc3c2CCCC3)c(C)c1
23% | COc1cccc2c1OCC(CNC(=O)CCN1Cc3ccccc3C1=O)C2 (stereo unspecified)
18% | COc1ccc(CN2C[C@@H](C(N)=O)[C@H](c3nc(C)no3)C2)cc1Cn1ccnc1
1% | Cc1ccc(N2CC(c3noc(-c4cccc(C)c4)n3)CC2=O)cc1 (stereo unspecified)
? | CCC(=O)Nc1nc(C)c(-c2csc(Nc3ccc(OC)cc3)n2)s1
14% | COc1ccc(C2CCCN2C(=O)CSc2nnnn2C2CCCC2)cc1 (stereo unspecified)
4% | COc1cc(C)c(-c2nc(CN3CCOC(CCN)C3)c(C)o2)cc1C (stereo unspecified)
-21% | O=C(CCc1cccc(F)c1)N1CCN(Cc2ccccc2)CC(O)C1 (stereo unspecified)

# 6 consecutive entries out of the list so far, for reference:
KDM5B inhibitor | SMILES
25% | COCCNC(=O)[C@@H]1C[C@@H](O)CN1C1CCN(C(=O)CC2CCCCC2)CC1
-5% | Cc1ccc(NC(=O)Nc2csc3c2CCCC3)c(C)c1
23% | COc1cccc2c1OCC(CNC(=O)CCN1Cc3ccccc3C1=O)C2 (stereo unspecified)
18% | COc1ccc(CN2C[C@@H](C(N)=O)[C@H](c3nc(C)no3)C2)cc1Cn1ccnc1
1% | Cc1ccc(N2CC(c3noc(-c4cccc(C)c4)n3)CC2=O)cc1 (stereo unspecified)
? | CCC(=O)Nc1nc(C)c(-c2csc(Nc3ccc(OC)cc3)n2)s1

# Remaining list, next part:
KDM5B inhibitor | SMILES
-12%&-28% | COc1ccc(S(=O)(=O)c2cc3cc(OC)ccc3oc2=O)cc1
21% | O=C(CSc1nnc(CNC(=O)c2ccccc2)o1)NCc1ccccc1Cl
? | CC(=O)N1CCC(C(=O)N2CCN3C(=O)c4cc(-c5ccc6c(c5)OCO6)ccc4NC(=O)[C@H]3C2)CC1
12% | CSc1nsc(SCC(=O)Nc2ccc(F)cc2F)n1
8% | O=C1C(N2CCN(S(=O)(=O)c3ccccc3)CC2)CCN1CCc1ccccc1 (stereo unspecified)
25% | Cc1cc2nc3n(c(=O)c2n1CC(=O)Nc1cccc(Cl)c1)CCCCC3
? | O=C(c1ccc(Nc2nc3ccccc3n3nnnc23)cc1)N1CCN(c2ccc(F)cc2)CC1
? | c1cc(-c2cc(-c3ccc(N4CCOCC4)nc3)cn3cncc23)ccn1
18µM* | O=C(c1cccc2[nH]ccc12)N1CCC2(CC1)N(Cc1cccc(F)c1)C(=O)CS2=O (stereo unspecified)
13% | C=CCNCc1ccc(OCC)cc1
? | COC(=O)/C(=C/c1cn(C(C)=O)c2ccccc12)[N+](=O)[O-]
